PAD4 FP inh: blocks human protein arginine deiminase 4; hit rate 0.41% among 330,000; Q9UM07; AID 485272; recombinant PAD4, RCA probe fluorescence polarization; inhibition, % at 6.36 µM;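 active means percent inhibition above a cutoff equal to the mean of all tested compounds plus 3 SD, cut at about 15% in these data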;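 further: 0% = PAD4 with RCA probe and DMSO and 100% = probe without PAD4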
Target sequence (Q9UM07 whole entry, looked up): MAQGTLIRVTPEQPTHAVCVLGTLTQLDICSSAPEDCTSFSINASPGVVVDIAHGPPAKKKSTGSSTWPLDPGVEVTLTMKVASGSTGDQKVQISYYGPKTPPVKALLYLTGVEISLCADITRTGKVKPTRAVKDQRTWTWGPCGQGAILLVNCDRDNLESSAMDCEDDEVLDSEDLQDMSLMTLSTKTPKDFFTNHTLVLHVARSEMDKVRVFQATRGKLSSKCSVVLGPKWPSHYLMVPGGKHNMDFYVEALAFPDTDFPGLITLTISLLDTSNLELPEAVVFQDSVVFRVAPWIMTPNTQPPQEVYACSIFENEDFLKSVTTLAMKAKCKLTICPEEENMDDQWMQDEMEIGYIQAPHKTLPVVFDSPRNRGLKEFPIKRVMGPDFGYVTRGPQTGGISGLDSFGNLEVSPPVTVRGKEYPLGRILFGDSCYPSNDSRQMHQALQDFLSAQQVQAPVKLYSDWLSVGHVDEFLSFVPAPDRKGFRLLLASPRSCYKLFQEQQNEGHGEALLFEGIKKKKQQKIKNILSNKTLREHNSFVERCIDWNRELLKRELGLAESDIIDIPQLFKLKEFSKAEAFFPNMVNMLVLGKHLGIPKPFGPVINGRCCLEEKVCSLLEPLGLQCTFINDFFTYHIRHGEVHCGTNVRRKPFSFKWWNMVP
BCLXL inh: inhibitors of human Bcl-xL; inhibition, % at 10.9 µM; hit rate 0.7% among 320,000; GST-Bcl-xL / FITC-Bim BH3 peptide fluorescence polarization; Q07817;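 active means inhibition above the mean of all tested compounds plus 3 SD, cutoff set per campaign, cut at about 30% in these data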;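 further: 0% = DMSO wells and 100% = unlabeled Bim-BH3 peptide competitor; inhibitors lower millipolarization by displacing the labeled peptide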
Target sequence (Q07817 whole entry, looked up): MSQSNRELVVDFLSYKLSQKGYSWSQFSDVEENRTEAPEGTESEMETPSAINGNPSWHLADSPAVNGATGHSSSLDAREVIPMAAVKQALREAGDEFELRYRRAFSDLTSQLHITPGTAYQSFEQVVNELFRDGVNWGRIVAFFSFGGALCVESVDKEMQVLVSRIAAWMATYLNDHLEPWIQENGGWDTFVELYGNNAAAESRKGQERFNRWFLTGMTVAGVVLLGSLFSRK
MCL1 BIM primary: MCL1-BIM-BH3 interaction inhibition (human); inhibition, % at 10.9 µM; hit rate 0.68% among 320,000; GST-MCL1 / FITC-Bim-BH3 fluorescence polarization; Q07820;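 active means inhibition above the mean inhibition of all tested compounds plus 3 SD, set per campaign, cut at about 40% in these data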;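 further: 0% = DMSO wells and 100% = unlabeled Bim-BH3 peptide control; higher means more loss of mP so more displacement of Bim peptide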
GLD-1 RNA inh: GLD-1-TGE RNA interaction inhibition (C. elegans); inhibition, % at 5.96 µM; Q17339; hit rate 0.44% among 320,000; purified GLD-1 + fluorescein TGE RNA, fluorescence polarization;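 active means percent inhibition above a per-plate cutoff, the plate mean of test compounds plus 3 SD, cut at about 30% in these data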;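 further: 0% = DMSO wells with GLD-1 and probe and 100% = wells lacking GLD-1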
PME-1 primary: PME-1 (human) inhibition | Q9Y570 | recombinant PME-1, FP-Rh probe fluorescence polarization | inhibition, % at 5.9 µM | hit rate 0.53% among 320,000 | AID 2130;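 active means inhibition above the campaign mean of all compounds plus 3 SD, cut at about 26% in these data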;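 further: competitive labeling of PME-1 active site by serine hydrolase directed probe; 0% = PME-1 with DMSO and 100% = wells lacking PME-1 enzyme; inhibitors block probe labeling so polarization falls and inhibition rises; many of its hits are not listed in these tables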
GSTO1 inh: counter-screen for RBBP9 inhibitors: inhibitors of human GSTO1; P78417; recombinant GSTO1, activity-based probe fluorescence polarization; inhibition, % at 5.96 µM; hit rate 1.1% among 300,000; AID 1974;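 active means inhibition above the campaign mean inhibition plus 3 SD, cut at about 35% in these data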;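 further: 0% = GSTO1-1 with DMSO and 100% = wells lacking GSTO1-1 enzyme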
TPT1 inhibitor: C. albicans TPT1 enzyme inhibition | recombinant caTPT1, FP RNA substrate dephosphorylation | inhibition, % at 5 µM | hit rate 0.81% among 300,000;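 active means inhibition above the mean of all tested compounds plus 3 SD, set per screening campaign, cut at about 24% in these data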;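 further: plate controls were DMSO alone for no effect and ferristatin control at 100 nM for full effect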
MEX-5 binding: C. elegans MEX-5 TCR-2 RNA binding activity; Q9XUB2; MEX-5/FITC-TCR2 RNA binding, fluorescence polarization; hits give low values; activity score (negative = inhibition of binding), % at 10 µM; hit rate 0.38% among 300,000;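 active means inhibition past about -25% in most replicates, and total fluorescence under double the plate's negative control median, limit read from the data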;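 further: 0% = DMSO and -100% = 5 µM competing unlabeled TCR2 RNA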
Fam108B counter: counter-screen for RBBP9 inhibitors: inhibitors of mouse Fam108B. inhibition, % at 9.51 µM. hit rate 0.33% among 300,000. AID 1947. recombinant Fam108B, FP-Rh probe fluorescence polarization;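 active means inhibition above the screen mean inhibition plus 3 SD, computed separately per campaign, cut at about 18% in these data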;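 further: inhibitors lower polarization as less probe binds the enzyme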
* = called active by the depositor; . = not tested or not shown; & = joins results of further samples. Some of the compounds tested. The share of hits here may be higher or lower than overall.

Molecule	PAD4 FP inh	BCLXL inh	MCL1 BIM primary	GLD-1 RNA inh	PME-1 primary	GSTO1 inh	TPT1 inhibitor	MEX-5 binding	Fam108B counter
O=C1NC(=O)N(Cc2ccccc2)C(=O)/C1=C/C=C/c1ccco1	-20	-33	-55	-21	-9	15	75*	-0.4	2
Cc1ccc(-c2nc3ccccc3c(=O)n2-c2cccnc2)cc1	2	-2	-11	-2	-6	-4	-2	0.2	-3
CC(=O)NC(Cc1ccc(N(CCCl)CCCl)cc1)C(=O)NCC(=O)NCC(=O)O (stereo unspecified)	-2	10	4	10	-2	1	0	0.3	-5
CCCC(=O)NC(Oc1ccc(C(C)=O)cc1)C(Cl)(Cl)Cl (stereo unspecified)	-4	2	-1	0	-2	-3	2	1.6	5
CCOC(=O)[C@]1(C#N)[C@@H]2C=CC(C(C)=O)=CN2[C@@H](C(N)=O)[C@@H]1c1ccsc1	4	88*	96*	54*	-5	6	-31	-53*	12
Cc1ccc2c(c1)CC1(CN2C)C(=O)NC(=O)N(C(C)C)C1=O (stereo unspecified)	-4	7	0	5	0	11	0	2.5	-9
CN1C(=O)/C(=C/c2ccc(Cl)s2)C(=O)NC1=S	-12	17	16	0	-10	5	8	5.0	0
O=[N+]([O-])c1c2ccccc2cc2ccccc12	-7	0	-1	6	-11	.	.	.	.
COC(=O)C1=C(C)OC(N)=C(C#N)C12C(=O)Nc1ccccc12 (stereo unspecified)	-1	4	1	3	-1	6	-4	-1.3	0
NCc1cc(=O)[nH]o1	4	10	14	1	-5	-2	0	.	8
O=Cc1cn(Cc2cccc(F)c2)c2ccccc12	4	4	-1	-1	-4	0	0	3.8	1
Cc1ccc(-c2nc(N(C)C3CCN(C)CC3)c3ccccc3n2)cc1	-5	4	3	5	1	1	1	-1.2	1
COC(=O)C1=C(c2ccc(S(C)(=O)=O)cc2)C[C@@H]2CC[C@H]1N2C(=O)NCCO	0	-1	-7	0	2	3	0	1.0	0
Cc1cccc(N=Cc2c(O)n(C)c(=O)n(C)c2=O)c1	0	2	8	11	-4	4	2	0.3	5
Cc1ccsc1CNCCc1ccc(F)cc1	1	2	-4	1	-2	0	-3	-0.3	-1
O=C(NCNC(=O)NC1C(=O)NC(=O)N1CO)NC1C(=O)NC(=O)N1CO (stereo unspecified)	2	4	0	1	-2	8	-2	.	5
CC(C)N(CC#CCC1(O)c2ccccc2-c2ccccc21)C(C)C	2	3	3	4	-2	2	-1	0.3	4
O=C(Nc1ccc(F)cc1F)c1cccnc1Oc1cccc(C(F)(F)F)c1	-3	-2	-4	4	2	-9	2	-1.7	-1
Nc1nonc1OCCCCOc1nonc1N	4	6	0	4	-2	3	-1	-1.9	-2
Fc1ccc(C2N3CCCN23)cc1 (stereo unspecified)	8	2	9	3	1	5	-5	-0.7	-1
Cc1ccc(-n2c(O)c(C=NC3CCCC3)c(=O)[nH]c2=O)c(C)c1	-5	7	4	5	-7	-2	-2	-1.7	1
O=[P+](Cc1ccccc1)Cc1ccccc1	-4	-2	1	-3	-7	0	0	1.8	-2
CCCCn1c(O)c(C(CC)=NCCc2ccccc2)c(=O)[nH]c1=O	1	5	5	9	2	-5	-2	-0.6	0
CC(=O)OC1CC[C@@]2(C)C(=CC(=O)C3C4CCC(OC(C)=O)[C@@]4(C)CCC32)C1 (stereo partly specified)	1	0	-1	3	2	-5	-3	1.6	-2
O=C1/C(=C/c2ccncc2)N2CCC1CC2	-3	0	-5	1	0	6	-1	-1.5	1
CCN1C[C@]2(CO)CC[C@H](OC)[C@@]34C2[C@H](OC)[C@@](O)(C13)[C@@]1(O)C[C@H](OC)[C@H]2C[C@@H]4[C@@H]1[C@H]2OC	-6	4	4	-6	-10	-8	-2	2.6	-2
O=C(C1CCN(S(=O)(=O)N2CCOCC2)CC1)N1CCC2(CC1)OCCO2	-2	2	11	-4	-5	-5	0	1.1	0
O=C(NCc1ccccc1)c1cccn(Cc2ccccc2)c1=O	-1	4	1	-1	5	4	0	2.1	-1
CCC(=NCCCN1CCOCC1)c1c(O)n(Cc2ccccc2)c(=O)[nH]c1=O	2	1	-3	-2	-5	1	4	2.5	3
CCN1C[C@]2(COC(=O)c3ccccc3N)CC[C@H](OC)C34[C@@H]5C[C@H]6[C@H](OC)[C@@H]5[C@](O)(C[C@@H]6OC)[C@@](O)([C@H]13)[C@@H](OC)[C@@H]42	2	-1	-2	-2	0	-3	1	3.6	-1
COc1ccc(OC)c(N=Cc2c(O)[nH]c(=O)[nH]c2=O)c1	-5	8	4	-15	0	3	0	-6.7	3
CCOC(=O)CC1=C(C(=O)OCC)C2(C(=O)N1CC(=O)OC)C(C#N)=C(N)Oc1ccccc12 (stereo unspecified)	-1	0	-4	7	-8	5	-3	0.0	-1
O=c1c2ccccc2nc(/C=C/c2ccccn2)n1-c1ccccc1	-5	-3	0	-10	-6	-2	3	0.7	-1
COC(=O)C1=C(N)Oc2cc(C)oc(=O)c2C12C(=O)Nc1ccccc12 (stereo unspecified)	-3	3	1	4	-1	13	2	1.2	-3
Cc1nc2ccccc2c(=O)n1-c1ccc(C(=O)O)cc1	1	7	0	5	-1	4	2	-1.8	4
CCCCCc1nc2ccccc2c(=O)n1-c1ccc(Cl)cc1[N+](=O)[O-]	2	0	-1	1	-6	-1	-1	2.0	1
O=C(c1cccc2ccccc12)C1CCCN(Cc2ccon2)C1 (stereo unspecified)	-2	8	13	3	0	0	-1	0.6	1
Cc1c2cnn(CC(=O)N3CCC4(CC3)OCCO4)c(=O)c2c(C)n1Cc1ccccc1	-1	7	5	0	3	3	0	-1.6	-1
CCOC(=O)c1c(C)n(Cc2ccco2)c2ccc(O)cc12	0	5	10	-8	1	-3	-2	0.7	1
CCN1CCN(c2cn[nH]c(=O)c2Cl)CC1	-3	2	4	1	-3	5	-3	-4.3	3
CC(=O)Nc1cc(C(=O)N2CCC3(CC2)OCCO3)ccc1Sc1ccc(C)cc1	1	7	8	-1	3	6	-4	0.5	-2
Cc1nc2c(-c3ccc(F)cc3)c(C)nn2c(C)c1CCC(=O)N1CCC2(CC1)OCCO2	-11	-14	-20	2	2	-5	-5	-3.1	-8
Oc1ccc(C2NCc3ccccc3-n3cccc32)cc1Cl (stereo unspecified)	-4&1	4&1	3&7	4&4	-2&-2	12&9	0&7	1.4&-2.4	-6&0
O=C(C1CCC(=O)N1C1CCCCC1)N1CCC2(CC1)OCCO2 (stereo unspecified)	0	2	0	-7	2	2	-2	3.4	-3
CCCCn1c(C)c(C(=O)OCC)c2c(CN3CCCC3)c(O)ccc21	-3	5	6	-2	27*	20	-4	2.5	46*
CC1(C)CN=C(Nc2ccc(F)c(Cl)c2)S1	3	1	6	6	-4	-5	1	-2.0	-1
NCCc1ccc(OCc2ccccc2)c(OCc2ccccc2)c1	-3	1	-1	-1	-5	.	.	.	.
Cc1ccc(N2CCN(CCc3ccccc3)CC2)cc1	3	1	0	-4	2	-1	-2	.	9
COC(=O)C1=C(c2ccccc2)C[C@@H]2CC[C@H]1N2C(=O)NC(C)C	-8	-2	-5	-9	-3	1	0	0.8	1
CCCCCn1c(NC(=O)c2ccco2)c(C(=O)OCC)c2nc3ccccc3nc21	7	-5	-7	-21	4	74*	36*	-5.4	2
COc1ccc(Cl)cc1C(=O)C1CCCN(Cc2cnc(C)s2)C1 (stereo unspecified)	1	1	-2	7	1	2	0	-9.5	-2
CCOC(=O)C1=C(C)N(C)C2(C)CC1c1ccccc1O2 (stereo unspecified)	4	0	-5	7	-4	-3	-5	-2.7	0
COc1ccc(C2SCC(=O)Nc3c2c(=O)[nH]n3C2CCCCCC2)cc1 (stereo unspecified)	-4	10	10	3	-1	-8	-1	-2.3	1
NC(=O)OCCCc1ccccc1	0	2	4	10	0	0	0	2.4	4
CC(C)(C)n1c(O)c(C=Nc2ccc3c(c2)CCC3)c(=O)[nH]c1=O	-5	3	-2	1	-5	0	-6	0.9	-5
O=c1c2ccccc2nc(-c2ccco2)n1-c1ccccn1	-1	10	2	3	2	-4	-2	1.3	-8
Cc1cc(O)c(CN2CCN(c3ccccc3)CC2)cc1C	-1	-2	-4	5	-5	6	3	0.7	3
COc1ccc(Cc2c(O)[nH]c(=O)[nH]c2=O)c(OC)c1	-3	8	-1	-1	3	-4	-1	3.2	0
O=C(Cc1ccccc1[N+](=O)[O-])N1CCN(Cc2ccc3c(c2)OCO3)CC1	-1	4	3	3	-4	7	-3	-0.1	-1
Cc1cccc(OP(=O)(Oc2ccccc2)OC(c2ccccc2)C(F)(F)F)c1 (stereo unspecified)	0	5	9	2	11	0	-1	-0.8	0

(list continues)
Molecule	PAD4 FP inh	BCLXL inh	MCL1 BIM primary	GLD-1 RNA inh	PME-1 primary	GSTO1 inh	TPT1 inhibitor	MEX-5 binding	Fam108B counter
N#Cc1c(/N=C/c2ccc(O)cc2O)sc2c1C1CCN2CC1	-7	-2	-18	-24	-4	6	65*	2.7	2
O=C1NC(=O)N(CCC2=CCCCC2)C(=O)/C1=C/c1ccc(O)cc1	-2	-10	8	-17	-2	35*	14	3.2	1
Cc1sc2nc(COC(=O)Cc3ccccc3)[nH]c(=O)c2c1C	-1	-5	-1	5	5	0	13	-1.6	1
CCN(CC)C(=O)c1ccc(NC(=O)CNC(C)c2cccc3ccccc23)cc1 (stereo unspecified)	-5	2	4	-3	0	1	1	-1.8	-1
Cc1ccc(CN2C(=O)NC(=O)C3(Cc4c(nc5ccccn5c4=O)N4CCCCCC43)C2=O)cc1 (stereo unspecified)	7	6	11	5	2	36*	1	1.7	7
CCc1ccccc1NC(=O)CNCc1ccccc1	-5	-1	1	-4	2	-5	1	1.4	4
COC(=O)C1=C(c2ccc(OC(F)(F)F)cc2)C[C@@H]2CC[C@H]1N2C(=O)N1CCC(C)CC1	5	3	6	4	-2	.	.	.	.
Cn1c(O)c(C(=Nc2ccc(F)cc2)c2ccccc2)c(=O)n(C)c1=O	-4	7	5	4	3	-5	-3	-0.1	-2
Cn1c(C(=O)N2CCC3(CC2)OCCO3)cc2c(=O)n(C)c3ccccc3c21	0	-2	-6	5	7	1	2	1.1	1
Cc1ccc(-n2c(O)c(/C=N/N3CCOCC3)c(=O)[nH]c2=S)cc1	-12	-2	-8	-9	-6	-11	9	-2.0	-2
COc1ccc2[nH]c(C)c(CCNCc3cccnc3)c2c1	0	42*	41*	20	2	.	.	.	.
CCCCc1ncc(CN2CCCC(C(=O)c3ccc(SC)cc3)C2)[nH]1 (stereo unspecified)	2	4	2	4	-3	0	-8	0.5	-3
O=C(c1c[nH]c2ccc(S(=O)(=O)N3CCOCC3)cc2c1=O)N1CCC2(CC1)OCCO2	-2	8	1	1	-4	4	3	2.1	6
Cc1nc2ccsc2c(=O)n1-c1ccccc1Cl	-6	0	-4	1	2	3	-2	.	-3
COc1ccc(CCn2c(O)c(/C=N/N3CCCCC3)c(=O)[nH]c2=O)cc1OC	-4	3	-5	-1	2	-4	-1	-2.1	3

Screens as filed in PubChem BioAssay.
